# Source: PubChem BioAssay
# DUSP3 inh = DUSP3 (human) phosphatase inhibition; P51452; recombinant VHR phosphatase, pNPP absorbance; inhibition, % at 13.3 µM; actives 0.52% (n = 290,000); AID 1654; in the data active = inhibition above about 50%; note: some compounds called inactive have numbers as strong as hits
# Target sequence (P51452 whole entry, looked up): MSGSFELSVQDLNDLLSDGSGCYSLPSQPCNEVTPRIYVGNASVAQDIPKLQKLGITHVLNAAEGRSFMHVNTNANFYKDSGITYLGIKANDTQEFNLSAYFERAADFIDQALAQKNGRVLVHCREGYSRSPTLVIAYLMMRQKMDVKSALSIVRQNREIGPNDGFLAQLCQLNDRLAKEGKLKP
# MazEF act = activators of E. coli MazEF toxin-antitoxin RNase; FAM/BHQ RNA-DNA oligo cleavage fluorescence, 5 h; activation, % at 20 µM; actives 0.32% (n = 350,000); AID 504720; in the data active = activation above about 50%
# Target sequence (P0AE70 whole entry, looked up): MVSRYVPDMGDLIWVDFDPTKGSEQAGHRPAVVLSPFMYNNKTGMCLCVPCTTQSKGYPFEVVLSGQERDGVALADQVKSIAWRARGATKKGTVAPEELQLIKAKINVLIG
# SSB-PriA inh = inhibitors of Klebsiella pneumoniae PriA binding to SSB C-terminal tail; AlphaScreen SSBct-PriA binding, biotinylated peptide; inhibition, % at 33 µM; actives 0.6% (n = 430,000); AID 1272365; in the data active = inhibition mostly above about 37%, no sharp cut-off; inactive = mostly below about 20%;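 note: plate controls were negative control peptide for no effect and reference peptide for full effect; strong numbers were not always called active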
# PrPC surface inh = inhibitors of human cell surface prion protein PrPC | inhibition, % at 13.8 µM | TR-FRET read-out | AID 720596 | P04156 | actives 0.43% (n = 370,000); in the data active = inhibition above about 24%; note: 0% = median of the test wells and 100% = reference compound wells
# CCHFV vOTU inh = blocks the CCHF virus ovarian tumor domain protease. CCHFV vOTU protease, Pep-AMC fluorescence. inhibition, % at 11.5 µM. actives 0.55% (n = 370,000). AID 651958; in the data active = inhibition above about 30%; note: 0% = vehicle wells with enzyme and 100% = no enzyme wells
# Rv3671c inh = inhibitors of M. tuberculosis serine protease Rv3671c; inhibition, % at 5.96 µM; actives 0.048% (n = 320,000); AID 2606; in the data active = inhibition above about 38%;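 note: extracellular domain of Rv3671c used as enzyme; 0% = enzyme with DMSO and 100% = no enzyme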
# Target sequence (P9WHR9 whole entry, looked up, the tested form may be a part): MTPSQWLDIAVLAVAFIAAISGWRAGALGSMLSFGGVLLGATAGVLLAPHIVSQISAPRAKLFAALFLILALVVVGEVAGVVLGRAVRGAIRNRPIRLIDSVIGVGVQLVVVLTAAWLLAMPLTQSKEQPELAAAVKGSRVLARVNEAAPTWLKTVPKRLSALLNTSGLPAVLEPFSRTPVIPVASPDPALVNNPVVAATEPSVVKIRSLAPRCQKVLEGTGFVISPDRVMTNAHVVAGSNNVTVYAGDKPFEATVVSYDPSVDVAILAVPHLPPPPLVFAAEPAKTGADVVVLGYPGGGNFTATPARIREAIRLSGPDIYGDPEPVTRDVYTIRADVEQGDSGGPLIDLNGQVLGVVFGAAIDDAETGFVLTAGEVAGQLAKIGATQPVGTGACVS
# 3CLpro inhibitor = SARS-CoV 3CLpro protease inhibition; P0C6X7; AID 1706; inhibition, % at 6 µM; recombinant SARS-CoV 3CLpro, quenched FRET peptide cleavage; actives 0.14% (n = 290,000); in the data active = inhibition above about 12%
# BH1578 lux ind = inducers of Vibrio cholerae quorum light production without autoinducers; actives 0.16% (n = 350,000); V. cholerae BH1578 lux reporter, luminescence, 6 h; activation, % at 18.7 µM; in the data active = activation mostly above about 9.7%, no sharp cut-off; note: not every result past the cut was called active; inactives centre near 0; reference of the scale not given here
# TcdB inh = blocks C. difficile toxin B glycohydrolase activity. P18177. TcdB glycohydrolase enzymatic assay, plate reader. inhibition, % at 9.99 µM. actives 0.24% (n = 350,000). AID 652162; in the data active = inhibition above about 10%
# Yp Topo-I inh = inhibitors of Yersinia pestis topoisomerase I | actives 0.064% (n = 360,000) | activity, % at 10 µM | Y. pestis Topo-I cleavage product accumulation, plate reader | AID 504884; in the data active = activity above about 50%, passing the limit was not always enough; note: inactives centre near 2
# Active calls of the source: *; i = inactive; . = not tested or not shown; & = joins results of further samples. Some of the compounds tested (hit frequency here may not be typical).
SMILES,DUSP3 inh,MazEF act,SSB-PriA inh,PrPC surface inh,CCHFV vOTU inh,Rv3671c inh,3CLpro inhibitor,BH1578 lux ind,TcdB inh,Yp Topo-I inh
CCc1ccccc1N1CC(C(=O)Nc2cc(S(=O)(=O)N3CCCC3)ccc2Cl)CC1=O (configuration not stated),.,10,-3,-3,-4,-3,.,-2.5,0.4,19
CN(CC(=O)Nc1ccccc1C(F)(F)F)C(=O)CSc1nc(N)cc(N)n1,.,-4,-3,2,9,8,.,-1.6,-1.7,-3
CCOC(=O)N1CCN(S(=O)(=O)c2cc([N+](=O)[O-])c(C)cc2C)CC1,-19,4,-6,-10,-13,-2,2,i,0.5,1
CCc1ccc(C(=O)NNc2ccc(S(N)(=O)=O)cc2)cc1,21,8,2,9,1,-2,1,i,-2.1,-1
C=CCNC(=S)NN=C1CCC(c2ccccc2)CC1 (configuration not stated),36,8,-10,8,-1,-3,-5,-0.2,-2.2,-1
CC1(C)C2CCC(C2)C1(C)N=C1OC(CCl)CS1 (configuration not stated),27,-3,-9,-6,8,-5,-5,-0.2,2.5,-1
COc1ccc(-n2ncc3c2CC(C)(C)CC3NC(=O)c2c(C)cc(=O)oc2C)cc1 (configuration not stated),-2,-3,-6,-1,-4,1,5,-0.2,-0.6,3
CCOC(=O)COc1ccccc1C(=O)c1cnn(-c2ccccc2)c1,30,-12,-11,1,-3,-15,-6,-6.7,1.3,12
C=CCn1c(SCC(=O)c2[nH]c(C)c(C(=O)OC)c2C)nc2scc(-c3ccc(OC)c(OC)c3)c2c1=O,1,5,-3,-3,-10,-8,2,-0.2,0.3,4
CC(C)(O)C#Cc1ccc(CN2CCN(Cc3ccsc3)C(CCO)C2)s1 (configuration not stated),17,7,0,5,2,2,0,-0.5,.,-5
O=C(O)CCCC(=O)Nc1cccc2cccnc12,29,4,2,0,-13,7,-1,2.9,.,-5
O=C(CN(Cc1ccco1)C(=O)CNS(=O)(=O)c1ccc(Cl)cc1)NCc1ccc(F)cc1,.,4,-26,-3,7,-2,-6,-0.9,.,12
Clc1ccc(Cl)c(OCCCCNCc2ccccc2)c1,5,-7,-16,5,5,7,-6,-0.5,0.3,9
CC(=O)c1cccc(NC(=S)NC(=O)c2cccc(Cl)c2)c1,10,-3,-3,0,-5,-7,3,-0.2,.,15
NC(=O)COC(=O)c1ccccc1OCc1ccccc1Cl,12,4,-9,-10,1,2,-2,0.1,1.4,-2
CCOC(=O)C1CCCN(CCC(=O)Nc2ccc(C)c(C)c2)C1 (configuration not stated),26,-2,-21,-6,4,5,1,-0.3,1.0,9
COc1ccccc1NC(=O)CSc1nnc(Cn2nnc(-c3ccccc3)n2)n1-c1ccccc1,17,2,7,0,0,-12,3,-0.4,.,5
Cc1nnc(SCC(=O)Nc2cc(C(F)(F)F)ccc2Cl)n1C,-5,1,-9,6,-9,4,-6,i,0.5,8
Cc1ccccc1CN1CCC(Oc2ccc(C(=O)N3CCCC3)cc2)CC1,2,-1,-8,-2,-5,5,11,-0.4,-2.6,23
O=[N+]([O-])c1ccc(O)c(C2=NNC(c3ccccc3F)C2)c1 (configuration not stated),21,5,-3,-20,-11,8,3,i,-0.2,5
CCOc1cc(N2CCOCC2)c(OCC)cc1NC(=O)COC(=O)c1cc(C)oc1C,2,1,0,3,-3,4,6,-0.6,.,-7
O=S(=O)(NCc1ccccc1)NCc1cccc(C(F)(F)F)c1,12,-8,-3,1,6,1,-1,-0.5,0.2,-5
CCS(=O)(=O)c1c(S(=O)(=O)CC)c2ccccn2c1C(N)=O,16,9,-10,6,2,-2,2,-0.5,3.3,0
CN1CCN(NC(=O)CC(C)(C)C)CC1,-6,13,-6,1,-17,11,3,-0.1,0.0,-5
Cc1ccc(NC(=O)CSc2nnc(C3CC3)n2CC2CCCO2)cc1C (configuration not stated),32,2,2,-7,15,-7,-3,-1.0,1.9,6

# The closing two records of the part before open the next one.
SMILES,DUSP3 inh,MazEF act,SSB-PriA inh,PrPC surface inh,CCHFV vOTU inh,Rv3671c inh,3CLpro inhibitor,BH1578 lux ind,TcdB inh,Yp Topo-I inh
CN1CCN(NC(=O)CC(C)(C)C)CC1,-6,13,-6,1,-17,11,3,-0.1,0.0,-5
Cc1ccc(NC(=O)CSc2nnc(C3CC3)n2CC2CCCO2)cc1C (configuration not stated),32,2,2,-7,15,-7,-3,-1.0,1.9,6
Cc1ccc(S(=O)(=O)N(C)CC(=O)N2CC(C)OC(C)C2)cc1 (configuration not stated),9,2,1,-5,5,-7,-4,-0.6,2.0,9
COc1ccc(C(C(=O)NC2CCCCC2)N(C(=O)CCl)c2ccccc2Cl)cc1 (configuration not stated),4,-1,3,-3,-9,11,-8,3.3,.,-4
Cc1cc(C(=O)NC2CC(C)(C)Cc3c2cnn3-c2ccc(F)cc2)nn1C (configuration not stated),19,-17,3,10,15,10,-1,-0.7,1.3,15
Cc1cccc(C2=N/C(=C/c3cccs3)C(=O)O2)c1,-14,26,2,5,14,-3,2,.,0.8,5
Cc1csc(SC(C)C(=O)Nc2ccc(F)cc2Cl)n1 (configuration not stated),.,5,-9,-1,-10,1,.,i,1.2,1
CC(SC(C)C(=O)NN=Cc1c[nH]c2ccccc12)C(=O)NN=Cc1c[nH]c2ccccc12 (configuration not stated),.,11,-11,0,17,.,.,5.6,-1.7,-21
COc1ccc(NC(=S)Nc2ccc(S(=O)(=O)N3CCCCC3)cc2)cc1,.,10,.,8,4,.,.,2.9,0.4,2
CC1CCN(S(=O)(=O)N2CCN(C(=O)c3ccc4c(c3)OCO4)CC2)CC1,16,8,-26,5,22,-4,-2,-0.4,-6.4,4
O=C(Nc1cccnc1)c1noc2c1CCCCC2,-22,4,-6,.,.,-9,3,i,0.7,-13
COc1ccc(CCN2C(=O)C3CC=C(C)CC3C2=O)cc1OC (configuration not stated),-9,-7,-8,-3,-9,7,3,i,.,-11
NC(=O)c1ccc(NC(=O)CC23CC4CC(CC(Br)(C4)C2)C3)cc1,-8,4,-5,-8,4,6,2,-0.3,1.2,0
Cc1ccc2[nH]c(C)cc(=S)c2c1,12,-25,1,-2,-1,.,-3,-0.3,0.3,34
CCOC(=O)C(O)(c1ccc(NC(=S)NC(=O)c2ccc(Cl)cc2Cl)cc1)C(F)(F)F (configuration not stated),-10,0,-8,3,1,-47,2,i,.,2
COc1ccc(N2CC(C(=O)O)CC2=O)cc1 (configuration not stated),39,6,-4,8,-4,-1,-3,-0.5,0.5,0
COCCNC(=O)/C(C#N)=C/c1ccccc1Br,29,-5,-3,-2,7,2,4,-0.4,0.8,4
O=C(CSc1nc(O)c(C(c2ccccc2)c2ccccc2)c(=O)[nH]1)N1CCOCC1,3,-16,2,6,2,-2,-3,-0.2,-1.5,9
O=C(NCC1CCCO1)C(c1ccccn1)N(Cc1ccccc1Cl)C(=O)CN1C(=O)c2ccccc2S1(=O)=O (configuration not stated),11,3,-10,2,-6,-2,-4,-0.5,-0.5,26
COc1ccc(CN2C(=O)C(CC(=O)NCCCCc3ccccc3)CC(C(=O)N(C(C)C)C(C)C)=C2C)cc1 (configuration not stated),.,3,.,13,21,.,.,0.7,-2.7,12
CC(C)N(Cc1ccccc1)C(=O)CN1c2cccc3cccc(c23)S1(=O)=O,.,7,-16,-7,0,-6,.,i,1.0,-3
CCN(CC)c1ccc2cc(C(=O)O)c(=O)oc2c1,4,-4,-17,-1,-17,10,3,-0.4,.,2
C[C@H](CO)N1C[C@H](C)[C@@H](CN(C)Cc2ccc(Cl)c(Cl)c2)Oc2c(NS(=O)(=O)c3ccc(F)cc3)cccc2C1=O,.,-3,13,24,3,-4,.,i,0.8&0.3,29
O=C1c2ccccc2C2(c3ccccc3)NCCCN12 (configuration not stated),15,8,-12,-2,8,-5,2,1.1,-1.5,4
CCCCn1c(N)c(N(CC(C)C)C(=O)c2ccc(N3C(=O)CCC3=O)cc2)c(=O)[nH]c1=O,.,4,-20,-2,-12,9,.,-0.6,1.0,14
CCCCC(Sc1nc(N)c(NC(=O)c2ccc(OC)cc2)c(=O)[nH]1)C(=O)O (configuration not stated),-2,2,-14,-3,1,-2,-1,i,-0.7,-3
CCCC(=O)Nc1ccc(-c2csc(NNC(C)=O)n2)cc1,-4,6,-3,5,-6,-6,-7,-0.5,1.7,-7
# Following part.
SMILES,DUSP3 inh,MazEF act,SSB-PriA inh,PrPC surface inh,CCHFV vOTU inh,Rv3671c inh,3CLpro inhibitor,BH1578 lux ind,TcdB inh,Yp Topo-I inh
CCOc1ccccc1NC(=O)C1CC(=O)n2ncnc2N1 (configuration not stated),14,4,-6,0,-4,-5,2,-0.4,.,5
O=C(Nc1ccccc1)C1=C[C@H](c2coc3ccccc3c2=O)C[C@H](OCCCCO)O1,14,-2,-3,-7,-1,-6,-2,-0.2,0.0&-0.6,7
O=[N+]([O-])c1ccc(Oc2ccc(-c3cnc4ccccc4n3)cc2[N+](=O)[O-])cc1,4,-7,4,-5,-9,-4,-1,-0.4,1.4,-1
C=CCn1c(O)c(C(CC)=NCc2ccc3c(c2)OCO3)c(=O)[nH]c1=O,0,-9,1,11,-11,-9,1,-0.3,0.6,4
COc1ccc(CN(C)c2ccc(S(=O)(=O)N3CCN(C)CC3)cc2[N+](=O)[O-])cc1OC,.,7,9,-10,16,0,.,0.8,1.0,8
COC(=O)Cn1c(=NC(=O)c2ccc(Cl)s2)sc2cc(F)ccc21,7,-5,-26,-4,22,-9,1,i,.,2
COc1ccc(C2(C)NC(=O)N(CC3CCCCC3)C2=O)cc1 (configuration not stated),13,4,4,2,-8,8,4,i,-1.5,-1
CC(C(=O)NC1=NCCS1)N1C(=O)c2ccccc2C1=O (configuration not stated),-12,5,-8,8,-3,0,3,-5.8,.,-6
COc1ccc(SCC(=O)c2cc(C)c(OC(=S)N(C)C)c(C)c2)cc1,29,1,-6,10,9,-8,4,-0.5,.,27
CCCN(CCC)C(C(=O)Nc1cccc(OC)c1)c1ccccc1 (configuration not stated),29,0,-14,5,22,-5,4,-27,.,30
O=C(Nc1nc2ccccc2n1CCOc1ccc(Cl)cc1)c1ccco1,17,10,-2,8,1,-6,4,-0.6,2.7,25
COc1ccc(OC)c(C2=NS(=O)(=O)N(C)C(C(=O)N3CCC4(CC3)OCCO4)=C2)c1,14,-1,7,-17,11,-15,0,-0.6,1.9,-3
Cn1ccnc1SCC(=O)Nc1ccc(Cl)cn1,-7,1,-5,11,6,1,2,i,-8.6,-6
CC(=O)c1cccc(NC(=O)CN(c2ccccc2F)S(C)(=O)=O)c1,-17,4,-19,5,-15,5,5,0.0,2.0,-1
COc1ccc(N(CC2CO2)S(=O)(=O)c2ccc(C)cc2)cc1 (configuration not stated),20,5,1,6,-5,-1,1,-0.2,3.3,-9
O=C(CNCc1ccccc1)Nc1ccc(F)cc1,10,2,-2,7,-7,-12,3,3.0,1.8,-7
O=C(COc1ccc(Cl)cc1)NNC(=O)c1ccncc1,.,-2,-4,-4,1,-12,.,i,0.6,5
Cc1cccc(NC(=S)Nn2cnnc2)c1C,36,1,-2,-17,-3,3,2,-0.4,0.2,-4

# Full records from above. Screens in order: DUSP3 inh	MazEF act	SSB-PriA inh	PrPC surface inh	CCHFV vOTU inh	Rv3671c inh	3CLpro inhibitor	BH1578 lux ind	TcdB inh	Yp Topo-I inh
# Record of O=C(O)CCCC(=O)Nc1cccc2cccnc12 : 29	4	2	0	-13	7	-1	2.9	.	-5
# Record of CCCN(CCC)C(C(=O)Nc1cccc(OC)c1)c1ccccc1 (configuration not stated) : 29	0	-14	5	22	-5	4	-27	.	30
# Record of CCOC(=O)N1CCN(S(=O)(=O)c2cc([N+](=O)[O-])c(C)cc2C)CC1 : -19	4	-6	-10	-13	-2	2	i	0.5	1
# Record of COc1ccc(N2CC(C(=O)O)CC2=O)cc1 (configuration not stated) : 39	6	-4	8	-4	-1	-3	-0.5	0.5	0
# Record of Cc1cc(C(=O)NC2CC(C)(C)Cc3c2cnn3-c2ccc(F)cc2)nn1C (configuration not stated) : 19	-17	3	10	15	10	-1	-0.7	1.3	15
